# Assay outcomes as filed in PubChem BioAssay.
# Ecoli WT expand = blocks growth of wild type E. coli BW25113. OD600 absorbance. growth inhibition, % at 100 µM. 0.15% of 98,000 active. AID 710;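 active = growth inhibition above about 50% at one test dose, limit read from the data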;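 also: growth measured after 20 h incubation at 37 °C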
# IL1B cytotox = HUVEC cytotoxicity counter-screen, IL-1B stimulated. HUVEC cell count loss, Hoechst imaging. cell count reduction, % at 2 µM. 0.41% of 94,000 active. AID 845;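 active = cell count reduction more than 3 SD above the screen-wide mean, cut at about 70% in these data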;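 also: normalized per plate to untreated control cells as the no-loss baseline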
# PLK1 inh = inhibitors of human PLK1 kinase; recombinant PLK1 kinase, TR-FRET peptide phosphorylation; inhibition, % at 10 µM; 0.53% of 97,000 active; AID 619;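 active = inhibition of 50% or more in the single-concentration screen; inactive = inhibition below 50%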;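 also: 0% = DMSO max control and 100% = H-89 dihydrochloride min control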
# TNFa cytotox = HUVEC cytotoxicity counter-screen, TNF alpha stimulated; 0.17% of 93,000 active; HUVEC TNFalpha-stimulated, Hoechst cell count, imaging; cell count reduction, % at 2 µM;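 active = cell count reduction exceeding the screen mean by over 5 SD, scaled to untreated wells per plate, cut at about 78% in these data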;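 also: cells counted after 24 h of TNF alpha exposure following the 1 h pretreatment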
# hDAT+cocaine = modulates human dopamine transporter uptake under cocaine; Q01959; LLC-PK1 hDAT cells, [14C]-dopamine uptake with cocaine IC80; actives deviate in either direction; B-score at 10 µM; 1.3% of 110,000 active;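 active = Z score or B-score, a plate-position-corrected score, falls beyond the plate's 99.7% confidence bounds, in either direction; inactive = both scores lie inside the 99.7% bounds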;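 also: scored against the spread of the other compound wells on the same plate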
# Plk1 PBD FP = Plk1 (human) PBD binding inhibition; inhibition, %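 (tested at about 20 µM)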; Plk1 PBD phosphopeptide binding, fluorescence polarization; 0.13% of 97,000 active; P53350; in the data active = inhibition above about 34%, passing the limit was not always enough
# cytoskel mod = alters cytoskeleton assembly in HUVEC cells. HUVEC TNFa F-actin phalloidin imaging, high content. inhibition, % at 2 µM. 0.18% of 91,000 active. AID 836;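 active = inhibition above the batch mean plus 3 SD and confirmed as a hit by visual image inspection, cut at about 30% in these data, passing the limit was not always enough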; also: strong numbers were not always called active
# sEH inh = inhibitors of human soluble epoxide hydrolase; P34913; recombinant human sEH enzymatic activity assay; inhibition, % at 2 µM; 0.34% of 91,000 active; AID 707; in the data active = inhibition above about 80%; also: values of inactives mirror those of a sister screen read the other way; many of its hits are not listed in these tables
# Target sequence (P34913 whole entry, looked up): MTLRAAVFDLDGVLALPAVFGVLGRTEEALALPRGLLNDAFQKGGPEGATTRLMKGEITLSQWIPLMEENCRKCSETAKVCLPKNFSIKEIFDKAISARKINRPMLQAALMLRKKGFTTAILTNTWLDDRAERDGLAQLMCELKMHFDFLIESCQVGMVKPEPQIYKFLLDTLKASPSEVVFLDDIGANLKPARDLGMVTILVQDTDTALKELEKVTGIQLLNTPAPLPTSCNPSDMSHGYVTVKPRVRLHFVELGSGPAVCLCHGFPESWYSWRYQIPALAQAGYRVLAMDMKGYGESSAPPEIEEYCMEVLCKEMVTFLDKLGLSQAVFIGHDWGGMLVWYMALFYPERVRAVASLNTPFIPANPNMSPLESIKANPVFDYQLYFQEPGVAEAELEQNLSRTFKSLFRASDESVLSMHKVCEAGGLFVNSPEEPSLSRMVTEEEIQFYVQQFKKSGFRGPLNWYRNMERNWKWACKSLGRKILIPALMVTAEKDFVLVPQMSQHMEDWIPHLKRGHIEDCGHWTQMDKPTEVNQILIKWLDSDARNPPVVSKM
# VCAM1 TNFa inh = reduces TNF alpha induced VCAM1 expression in HUVEC. inhibition, % at 2 µM. HUVEC TNFa-induced VCAM-1 immunofluorescence, high-content imaging. 0.48% of 95,000 active;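 active = inhibition above the batch mean plus 3 SD, with images confirmed as a hit by eye, cut at about 37% in these data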;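 also: 0% = TNF-stimulated DMSO wells and 100% = unstimulated control wells; not every result past the cut was called active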
# * = called active by the depositor; . = no result given.
# Below each SMILES – sEH inh, hDAT+cocaine, PLK1 inh, TNFa cytotox, IL1B cytotox, Ecoli WT expand, Plk1 PBD FP, VCAM1 TNFa inh, cytoskel mod
[1] O=C(O)CCc1nc(-c2ccc(Cl)cc2)no1
    1, -0.16, -6, -4, 20, -6, 0, -9, 18
[2] CCn1c(NC(=S)Nc2ccccc2)nc2ccccc21
    15, -0.86, -9, -21, 2, -13, -13, -9, 23
[3] O=C(Nc1ccccc1Cc1ccccc1)C1CC(=O)N(c2ccc3c(c2)OCCO3)C1 (stereo unspecified)
    -9, -0.017, 6, -12, 15, -6, 16, -4, 1
[4] COc1cc(C(=O)NC2=NCCS2)cc(OC)c1OC
    -1, -0.094, -11, -5, -18, -3, -12, 14, 3
[5] CCOC(=O)c1cc(NC(=O)c2ccc(OC)cc2)c(=O)oc1-c1ccccc1
    -6, -0.59, -8, 3, -1, -6, 16, -6, 6
[6] Cc1ccccc1C(=O)NNC(=O)C(C)N1C(=O)c2ccccc2C1=O (stereo unspecified)
    -2, -0.99, -6, -33, 3, -1, 16, 14, 9
[7] CC(=O)C1=C(N2CCCCC2)CCC1=O
    12, -0.032, -11, 9, -5, 4, 0, 10, 1
[8] CCOc1cc(CNc2ccccc2)cc(Br)c1OCC(=O)NC(C)(C)C
    4, -0.68, -11, -18, -4, -7, -14, 9, -1
[9] CCOc1ccccc1NC(=O)C(Sc1ccccc1)c1ccccc1 (stereo unspecified)
    -6, 0.21, -7, -24, 2, 2, 27, 5, 19
[10] O=C(NC1CCCC1)C(c1cccs1)N(CC1CCCO1)C(=O)Cc1cccs1 (stereo unspecified)
    -4, -0.0079, -14, 11, -11, 2, -6, 4, -2
[11] Cc1c(C(=O)OCCN2CCCCC2)oc2ccccc12
    -2, 0.13, -6, 10, -18, 0, 16, 20, 21
[12] Cc1cc(C)c(NC2=NCC(=O)N2C2CCCCC2)c(C)c1
    -19, 0.86, -9, -21, 10, 3, -7, 3, 1
[13] Cc1cc(C(=O)OC(C)C(=O)Nc2nc(-c3ccccc3)cs2)c(C)o1 (stereo unspecified)
    3, 0.0056, -12, -24, -6, -13, 4, -10, 11
[14] COc1cc2c(cc1NC(=O)COC(=O)C1CC(=O)N(Cc3ccco3)C1)oc1ccccc12 (stereo unspecified)
    0, -0.22, -1, -19, -20, -2, -5, -3, 8
[15] CN(C)/C=C(\C#N)C(=O)c1cccc(Oc2ccc(Br)cc2)c1
    -3, 1.2, -7, -1, ., 7, 5, -4, -10
[16] CCOC(=O)c1ccc(NC(=O)CCOc2ccc(C)cc2)cc1
    -23, 0.15, -17, -11, 2, -2, 9, -8, .
[17] COc1cccc(NC(=O)N2CCC(N3CCCCC3)CC2)c1
    7, 0.078, -14, 12, -15, -5, -10, -4, -6
[18] Cc1ccc(C(C(=O)NC2CCCC2)N(Cc2ccco2)C(=O)CCC(=O)Nc2cc(C)on2)cc1 (stereo unspecified)
    4, 0.76, -5, 5, -38, ., -15, 13, 1
[19] O=S(=O)(NCc1ccco1)N1CCOCC1
    12, 0.25, -14, -6, 8, 6, -15, -6, -2
[20] COc1ccc(/C=N/NC(=O)Nc2cccc3nsnc23)c(OC)c1
    -21, -0.93, -23, -20, -21, -4, -21, 6, 1
[21] CCCC(=O)Nc1cc(C)c(NC(=O)Cc2ccccc2)cn1
    0, -1.7, 6, -18, 38, 5, 6, 1, 31
[22] O=C(c1ccco1)N1CCN(c2ncnc3scc(-c4cccs4)c23)CC1
    16, -0.93, 40, -24, -25, 4, -13, -6, 36
[23] CC(C)(C)NS(=O)(=O)c1cccc2nsnc12
    ., -0.0024, -12, 42, 20, ., 23, -6, -4
[24] CCCc1cc(=O)oc2c(C)c(OS(C)(=O)=O)ccc12
    0, -0.0047, -16, 11, 1, ., -12, -11, 2
[25] COc1cc2c(cc1OC)CN(CC(=O)Nc1cccc(C)c1)CC2
    16, 0.16, -13, -14, -3, -11, -10, -1, 10

# At a glance, 14 of the compounds above.
# Below each SMILES – sEH inh, hDAT+cocaine, PLK1 inh, TNFa cytotox, IL1B cytotox, Ecoli WT expand, Plk1 PBD FP, VCAM1 TNFa inh, cytoskel mod
[5] CCOC(=O)c1cc(NC(=O)c2ccc(OC)cc2)c(=O)oc1-c1ccccc1
    -6, -0.59, -8, 3, -1, -6, 16, -6, 6
[6] Cc1ccccc1C(=O)NNC(=O)C(C)N1C(=O)c2ccccc2C1=O (stereo unspecified)
    -2, -0.99, -6, -33, 3, -1, 16, 14, 9
[7] CC(=O)C1=C(N2CCCCC2)CCC1=O
    12, -0.032, -11, 9, -5, 4, 0, 10, 1
[8] CCOc1cc(CNc2ccccc2)cc(Br)c1OCC(=O)NC(C)(C)C
    4, -0.68, -11, -18, -4, -7, -14, 9, -1
[9] CCOc1ccccc1NC(=O)C(Sc1ccccc1)c1ccccc1 (stereo unspecified)
    -6, 0.21, -7, -24, 2, 2, 27, 5, 19
[10] O=C(NC1CCCC1)C(c1cccs1)N(CC1CCCO1)C(=O)Cc1cccs1 (stereo unspecified)
    -4, -0.0079, -14, 11, -11, 2, -6, 4, -2
[11] Cc1c(C(=O)OCCN2CCCCC2)oc2ccccc12
    -2, 0.13, -6, 10, -18, 0, 16, 20, 21
[12] Cc1cc(C)c(NC2=NCC(=O)N2C2CCCCC2)c(C)c1
    -19, 0.86, -9, -21, 10, 3, -7, 3, 1
[13] Cc1cc(C(=O)OC(C)C(=O)Nc2nc(-c3ccccc3)cs2)c(C)o1 (stereo unspecified)
    3, 0.0056, -12, -24, -6, -13, 4, -10, 11
[14] COc1cc2c(cc1NC(=O)COC(=O)C1CC(=O)N(Cc3ccco3)C1)oc1ccccc12 (stereo unspecified)
    0, -0.22, -1, -19, -20, -2, -5, -3, 8
[15] CN(C)/C=C(\C#N)C(=O)c1cccc(Oc2ccc(Br)cc2)c1
    -3, 1.2, -7, -1, ., 7, 5, -4, -10
[16] CCOC(=O)c1ccc(NC(=O)CCOc2ccc(C)cc2)cc1
    -23, 0.15, -17, -11, 2, -2, 9, -8, .
[17] COc1cccc(NC(=O)N2CCC(N3CCCCC3)CC2)c1
    7, 0.078, -14, 12, -15, -5, -10, -4, -6
[18] Cc1ccc(C(C(=O)NC2CCCC2)N(Cc2ccco2)C(=O)CCC(=O)Nc2cc(C)on2)cc1 (stereo unspecified)
    4, 0.76, -5, 5, -38, ., -15, 13, 1
